# TcdB inh: TcdB glycohydrolase inhibitors, primary screen, biochemical, single point, plate reader; TcdB glycohydrolase enzymatic assay; inhibition, % at 9.99 µM; 350,000 compounds, 0.24% hits; AID 652162, 2013; in the data active = inhibition above about 10%
# PrPC TRFRET: inhibitors of human cell surface prion protein PrPC, primary screen, cell-based, TR-FRET. Major prion protein (Homo sapiens), P04156. TR-FRET read-out. inhibition, % at 13.8 µM. 370,000 compounds, 0.43% hits; in the data active = inhibition above about 24%; note: 0% = median of the test wells and 100% = reference compound wells
# Vc quorum ag: inducers of Vibrio cholerae quorum light production without autoinducers, primary screen, BH1578 luxS cqsA deficient, single point; V. cholerae BH1578 lux reporter, luminescence, 6 h; activation, % at 18.7 µM; 350,000 compounds, 0.16% hits; AID 588436, 2011; in the data active = activation mostly above about 9.7%, no sharp cut-off; note: not every result past the cut was called active; inactives centre near 0; reference of the scale not given here
# SARS 3CLpro inh: SARS-CoV 3CLpro protease inhibitors, primary screen, biochemical, quenched FRET | Replicase polyprotein 1ab (Severe acute respiratory syndrome coronavirus), P0C6X7 | recombinant SARS-CoV 3CLpro, quenched FRET peptide cleavage | inhibition, % at 6 µM | 290,000 compounds, 0.14% hits; in the data active = inhibition above about 12%
# Rv3671c protease: Rv3671c serine protease inhibitors, primary screen, biochemical, fluorescence polarization, M. tuberculosis H37Rv. P9WHR9. inhibition, % at 5.96 µM. 320,000 compounds, 0.048% hits. AID 2606, 2010; in the data active = inhibition above about 38%;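 note: extracellular domain of Rv3671c used as enzyme; 0% = enzyme with DMSO and 100% = no enzyme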
# Target sequence (P9WHR9 whole entry, looked up, the tested form may be a part): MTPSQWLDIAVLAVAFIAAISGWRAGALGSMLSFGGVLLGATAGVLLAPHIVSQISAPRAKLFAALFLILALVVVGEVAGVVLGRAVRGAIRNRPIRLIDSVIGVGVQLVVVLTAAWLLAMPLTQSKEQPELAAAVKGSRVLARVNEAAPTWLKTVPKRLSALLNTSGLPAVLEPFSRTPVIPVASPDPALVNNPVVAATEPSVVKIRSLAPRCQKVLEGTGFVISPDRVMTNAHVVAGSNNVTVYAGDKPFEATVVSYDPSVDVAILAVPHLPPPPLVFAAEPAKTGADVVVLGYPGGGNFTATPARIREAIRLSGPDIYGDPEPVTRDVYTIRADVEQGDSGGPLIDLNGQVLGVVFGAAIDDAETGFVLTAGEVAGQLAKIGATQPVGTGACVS
# Y pestis TopoI: Yersinia pestis topoisomerase I inhibitors, primary screen, biochemical, cleavage product accumulation, plate reader, single point; DNA topoisomerase I (Yersinia pestis CO92); activity, % at 10 µM; 360,000 compounds, 0.064% hits; AID 504884, 2011; Y. pestis Topo-I cleavage product accumulation; in the data active = activity above about 50%, passing the limit was not always enough; note: inactives centre near 2
# PriA SSB inh: inhibitors of Klebsiella pneumoniae PriA binding to SSB C-terminal tail, primary screen, biochemical, AlphaScreen; AlphaScreen SSBct-PriA binding, biotinylated peptide; inhibition, % at 33 µM; 430,000 compounds, 0.6% hits; AID 1272365, 2023; in the data active = inhibition mostly above about 37%, no sharp cut-off; inactive = mostly below about 20%;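 note: plate controls were negative control peptide for no effect and reference peptide for full effect; strong numbers were not always called active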
# CCHF vOTU inh: CCHFV vOTU protease inhibitors, primary screen, biochemical, Pep-AMC substrate, fluorescence | inhibition, % at 11.5 µM | AID 651958, 2012 | 370,000 compounds, 0.55% hits | Crimean-Congo hemorrhagic fever virus L polyprotein viral ovarian tumor (vOTU) protease …; in the data active = inhibition above about 30%; note: 0% = vehicle wells with enzyme and 100% = no enzyme wells
# VHR inh abs: VHR1 phosphatase inhibitors, primary screen, biochemical, absorbance, uHTS. Dual specificity protein phosphatase 3 (Homo sapiens), P51452. recombinant VHR phosphatase, pNPP absorbance. inhibition, % at 13.3 µM. 290,000 compounds, 0.52% hits. AID 1654, 2009; in the data active = inhibition above about 50%; note: some compounds called inactive have numbers as strong as hits
# Target sequence (P51452 whole entry, looked up): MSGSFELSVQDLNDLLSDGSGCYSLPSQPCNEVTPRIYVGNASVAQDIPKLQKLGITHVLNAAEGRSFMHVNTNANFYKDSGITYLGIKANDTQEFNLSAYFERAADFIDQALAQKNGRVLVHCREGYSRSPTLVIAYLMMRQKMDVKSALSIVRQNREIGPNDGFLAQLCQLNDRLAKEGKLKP
# MazF activator: activators of E. coli MazEF toxin-antitoxin RNase, primary screen, biochemical, fluorescence, uHTS; Endoribonuclease toxin MazF (Escherichia coli (strain K12)), P0AE70; FAM/BHQ RNA-DNA oligo cleavage fluorescence, 5 h; activation, % at 20 µM; 350,000 compounds, 0.32% hits; AID 504720, 2011; in the data active = activation above about 50%
# Target sequence (P0AE70 whole entry, looked up): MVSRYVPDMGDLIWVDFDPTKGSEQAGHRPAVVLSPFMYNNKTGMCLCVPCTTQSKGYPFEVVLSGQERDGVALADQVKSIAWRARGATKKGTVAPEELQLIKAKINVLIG
# Starred values were filed as active, the others as inactive; i = inactive; · = not tested or not shown. Not all compounds are listed. The share of hits here may be higher or lower than overall.
SMILES,TcdB inh,PrPC TRFRET,Vc quorum ag,SARS 3CLpro inh,Rv3671c protease,Y pestis TopoI,PriA SSB inh,CCHF vOTU inh,VHR inh abs,MazF activator
CC(C)[C@H](NC(=O)NCCc1ccc(F)cc1)C(=O)O,·,-0.4,i,-1.8,-5.7,3.5,-13.9,-2.2,23.4,4.5
CN(C)NC(=O)C(NC(=O)c1ccc(N)cc1)C12CC3CC(CC(C3)C1)C2 (stereo unspecified),·,-5.4,-5.6,-1.5,2.9,-2.2,3.6,5.1,15.4,-0.9
COc1cccc(N2CCN(S(=O)(=O)c3cc4c(cc3Cl)NC(=O)CO4)CC2)c1,-3.7,4.2,-0.6,0.2,-7.8,2.0,4.8,0.3,-18.2,-10.2
COCCN(C(=O)COC(=O)c1ccc2ccccc2c1)c1c(N)n(Cc2ccccc2)c(=O)[nH]c1=O,1.4,-6.7,-0.4,·,·,19.6,·,-0.9,·,-3.3
COC(=O)c1ncn(C2OC(COC(C)=O)C(OC(C)=O)C2OC(C)=O)n1 (stereo unspecified),0.9,1.2,3.6,1.1,1.2,-4.3,2.6,-16.6,-11.3,1.3
Cc1ccc(NC(=O)/C(C#N)=N/Nc2ccc(C(=O)O)cc2)c(C)c1,1.0,-5.4,0.1,4.5,2.1,-8.5,·,6.3,3.3,-1.2
CCN(CC(=O)Nc1ccc(NC(C)=O)cc1)CC(=O)Nc1cccc2ccccc12,0.5,-11.2,0.2,·,·,9.5,·,-4.6,·,-6.7
CCOc1ccccc1C1CC(=O)NC(SCC)=C1C#N (stereo unspecified),·,8.9,i,-1.7,-4.8,-6.3,-4.0,-2.9,-1.5,-6.9
CCOC(=O)C1(Cc2cccc(Cl)c2)CCCN(C(=O)CCSC)C1 (stereo unspecified),2.6,0.4,i,-3.8,-10.4,18.7,-6.5,-8.5,12.2,1.9
CCOc1ccc(CCNC(=O)C2CCN(c3nn4c(=O)cc(C)nc4s3)CC2)cc1,·,2.3,-0.2,-0.2,2.0,9.4,5.7,13.9,3.5,3.6
Cc1ccc(C(=O)NN2C(=O)C3C4c5ccccc5C(c5ccccc54)[C@@H]3C2=O)cc1 (stereo partly specified),·,-4.3,5.4,0.8,-8.1,-1.0,-6.3,-5.3,2.6,15.8
CC1Cc2ccccc2N1C(=O)c1nn(C)cc1Br (stereo unspecified),·,-3.2,-0.3,2.6,8.9,-0.5,-3.3,-6.0,5.7,5.0
C[C@]12CCC3C(C1CCC2=O)[C@H](O)C[C@H]1C[C@@H](O)CC[C@]31C (stereo partly specified),-1.0,4.8,-1.2,·,3.0,-4.0,-5.8,3.4,·,2.5
C#C[C@]1(O)CC[C@H]2[C@@H]3CCC4=Cc5oncc5C[C@]4(C)[C@H]3CC[C@@]21C,1.6,-6.0,-7.4,·,-7.3,13.4,-7.0,0.7,·,0.0
Cc1cc(C(=O)NCCc2ccccc2)c2cc(F)ccc2n1,2.9,-0.1,-0.4,-0.2,7.1,-0.1,-8.6,-8.1,-7.9,3.9
COc1cc(/C=N\NC(=O)CNC(=O)c2cccc([N+](=O)[O-])c2)ccc1O,·,-24.9,-0.2,0.2,13.4,-10.4,·,-1.1,12.9,4.4
CN1CC(C#N)C2(O)c3ccccc3CCC2C1 (stereo unspecified),0.3,9.8,0.0,-1.7,3.2,-1.8,-16.5,-3.0,-4.5,6.9
O=C(Nc1ncc2c(n1)-c1ccccc1CC2)C1CC1,-0.2,5.9,i,-0.4,12.2,-1.4,-19.8,5.8,9.4,3.8
O=C(Nc1c(F)cccc1F)c1cnc(N2CCN(c3ccccn3)CC2)c2ccccc12,·,-1.5,-0.3,-7.8,-9.4,4.5,-13.3,2.3,34.6,5.6
O=C(Nc1ccc(Cl)cc1)Nc1nnc(SCc2ccccc2)s1,0.0,8.6,-5.7,3.7,-0.2,-3.6,1.4,3.5,32.7,-41.2

# Reprinted from the results shown, 4 compounds:
SMILES,TcdB inh,PrPC TRFRET,Vc quorum ag,SARS 3CLpro inh,Rv3671c protease,Y pestis TopoI,PriA SSB inh,CCHF vOTU inh,VHR inh abs,MazF activator
CN1CC(C#N)C2(O)c3ccccc3CCC2C1 (stereo unspecified),0.3,9.8,0.0,-1.7,3.2,-1.8,-16.5,-3.0,-4.5,6.9
O=C(Nc1ncc2c(n1)-c1ccccc1CC2)C1CC1,-0.2,5.9,i,-0.4,12.2,-1.4,-19.8,5.8,9.4,3.8
O=C(Nc1c(F)cccc1F)c1cnc(N2CCN(c3ccccn3)CC2)c2ccccc12,·,-1.5,-0.3,-7.8,-9.4,4.5,-13.3,2.3,34.6,5.6
O=C(Nc1ccc(Cl)cc1)Nc1nnc(SCc2ccccc2)s1,0.0,8.6,-5.7,3.7,-0.2,-3.6,1.4,3.5,32.7,-41.2

# Continuation.
SMILES,TcdB inh,PrPC TRFRET,Vc quorum ag,SARS 3CLpro inh,Rv3671c protease,Y pestis TopoI,PriA SSB inh,CCHF vOTU inh,VHR inh abs,MazF activator
CCn1c(SCC(=O)OC)nnc1-c1ccc(C)cc1,0.2,-0.4,-0.3,6.4,2.0,8.4,-5.8,-6.9,12.8,-7.8
COc1ccc(S(=O)(=O)N(CCN2CCOCC2)Cc2cc(OC)ccc2OC)cc1,·,4.8,i,-2.0,3.4,18.6,-4.7,3.0,25.6,11.3
CCN=C1SC(C(=O)Nc2cccc(C)c2)CC(=O)N1CC (stereo unspecified),·,5.2,-10.6,1.0,-13.9,-1.9,-6.7,17.7,22.7,6.0
N#Cc1ccc(Oc2ccc(-c3nc4ccccc4nc3-c3ccccc3)cc2)cc1C#N,·,-2.9,4.6,0.2,-0.9,3.0,-13.1,-12.9,25.5,-9.5
N#Cc1cccnc1N1CCN(C(=O)COCC(=O)O)CC1,0.7,-3.2,i,3.2,1.9,-0.5,0.7,-13.7,-22.9,-1.5
Cc1ccccc1-n1c(SCC(=O)O)nc2sc3c(c2c1=O)CCCC3,2.1,10.2,-0.5,1.4,4.5,-3.3,-7.6,12.4,28.2,-3.8
Cc1ccc(C(=O)Nc2cccnc2N2CCN(C)CC2)cc1,0.2,-0.8,i,2.0,-0.5,1.5,-3.0,-5.5,5.8,12.2
O=C(CN1C(=O)CS/C1=C\c1nc(-c2ccc(Cl)cc2)cs1)Nc1cccnc1Cl,1.1,-6.2,2.5,1.8,1.8,2.9,-8.0,-6.7,-3.2,-29.2
CCC1(C)Cc2c(C#N)c(N)sc(=S)c2CO1 (stereo unspecified),-3.6,-4.5,i,7.1,-15.6,-11.5,-3.8,12.8,-7.1,4.9
COC(=O)c1ccccc1NC(=O)c1ccc2nccnc2c1,0.0,-21.0,-0.3,5.4,4.6,-2.7,0.8,4.9,-3.7,9.8
O=C1CC(C(=O)Nc2ccccc2)C2(CCCC2)O1 (stereo unspecified),·,-5.7,·,-6.0,0.3,1.1,-7.6,-0.4,9.1,2.3
Cc1cccc(NC(=O)CSCC(=O)Nc2ccccc2N2CCCCC2)c1,1.4,1.6,i,·,-1.1,39.9,-0.1,9.2,·,4.9
CCCCNC(=O)c1onc(CSc2nc3ccccc3[nH]2)c1C(=O)NCCCC,1.9,4.9,i,4.8,-15.5,18.2,-0.2,19.2,-2.8,9.5
COc1ccc2c(C)cc(=S)[nH]c2c1,0.3,-16.3,-0.4,1.2,·,-12.2,-1.8,14.0,1.5,15.6
COc1ccc(-c2noc(N3CCC(C(=O)Nc4ccc(F)cc4)CC3)n2)cc1,-3.1,10.2,-0.2,-1.1,-2.0,6.1,-13.0,9.3,25.2,-6.4
Fc1ccc(/C=N/n2c(C3CCCCC3)n[nH]c2=S)cc1,0.3,-6.1,0.6,3.4,0.0,17.2,·,6.2,-8.2,4.5
COc1ccccc1C1C2=C(CCCC2=O)N(CC(=O)O)C2=C1C(=O)CCC2,-0.4,-4.4,-0.4,-2.6,2.6,-1.0,-1.8,-48.7,7.9,7.3
O=C(N1CCN(CCO)CC1)N1c2ccccc2C=Cc2ccccc21,·,-7.9,i,4.4,0.1,-2.4,-4.9,-3.4,28.6,6.1
Cc1ncc(CO)c2c1Oc1nc(-c3ccccc3)nc(SCC(=O)N3CCOCC3)c1C2,3.5,-3.5,-0.4,-3.6,-12.2,14.6,15.7,-2.6,14.0,6.0
OCc1ccc(N=Nc2ccccc2)cc1,0.0,-8.1,i,·,1.9,-1.8,7.8,4.0,·,-3.0
COc1ccc(C(=O)Nc2ccc(O)cc2C(=O)O)cc1,6.2,6.3,i,-0.2,9.9,7.8,-12.7,1.9,9.0,0.2
COc1ccccc1NS(=O)(=O)c1cn(C)cn1,-0.1,1.0,-0.4,0.0,2.1,-1.1,4.2,9.1,-12.2,6.6
COc1ccc(C(=O)NCc2cccnc2)cc1S(=O)(=O)N1CCCc2ccccc21,1.6,4.9,-1.3,1.4,-5.8,1.7,8.4,2.2,37.7,-2.9
O=C(C1Cc2ccccc2CN1S(=O)(=O)c1ccc(F)cc1)N1CCCCCC1 (stereo unspecified),·,8.0,0.3,-3.1,10.3,1.0,-18.8,-1.5,22.8,-7.6
COc1ccc2c(-c3ccccc3)cc3nnnn3c2c1,0.9,-3.0,i,-1.4,-0.2,4.3,-21.3,14.7,8.1,-1.9
NC(=O)C(c1ccccn1)c1ncc(C(F)(F)F)cc1Cl (stereo unspecified),1.4,5.6,-0.8,3.2,8.3,-3.3,9.3,0.7,-3.0,-6.6
Cc1nn(C)cc1/C=C1\CCC/C(=C\c2cn(C)nc2C)C1=O,·,-23.8,i,3.3,-1.3,10.6,-1.7,21.4,18.8,6.3
Nc1nc(SCC(=O)Nc2ncc(Cl)cc2Cl)n[nH]1,0.3,6.3,i,·,-10.1,1.5,9.6,3.5,·,3.9
Cc1ccnc(NS(=O)(=O)c2ccc(NC(=O)c3oc4ccccc4c3C)cc2)n1,0.3,-5.9,·,-4.9,-7.1,6.9,7.8,29.9*,17.5,4.0
COc1cc2c(cc1OC)C(=O)N1[C@H]3c4ccccc4OC[C@@H]3[C@H](c3ccccc3)[C@]1(C)C(=O)N2,0.9,2.8,-3.0,·,-6.4,18.4,17.2,-2.0,·,-5.7
CC1CCN(C(=O)c2ccc3c(c2)NC(=O)CN3)CC1,2.1,-5.3,·,-9.2,-34.4,·,6.7,0.0,25.9,7.5
COC(=O)C1=NN(C(=O)c2ccc(Br)cc2)C(O)(C(C)(C)C)C1 (stereo unspecified),0.2,13.8,i,0.5,·,-6.8,-0.6,-7.2,33.6,-2.5
Cc1cc(=O)[nH]c2[nH][nH]c(=O)c12,-7.4,1.0,-7.1,·,·,-7.8,-4.2,14.0,·,5.5
O=C(Nc1ccncc1)C1CCN(S(=O)(=O)c2ccc(Cl)c(C(F)(F)F)c2)CC1,-0.3,-0.6,2.2,·,-6.7,-1.6,0.5,2.6,·,5.7
CC[C@]12C(=O)N(C)C[C@H]([C@@H]3C(=O)N(C)C(=O)[C@@H]31)N2C(=O)c1ccc(Br)cc1,3.7,-4.3,i,·,·,-4.8,-3.8,-6.3,·,4.9
O=C(N/C=N/OCc1ccc(Cl)cc1Cl)NOCc1c(Cl)cccc1Cl,·,0.2,·,-1.5,1.0,-0.8,i,-2.0,21.3,79.7*

# Screens deposited in PubChem by several laboratories.
